KRASV12 cytotoxicity – viability loss of HPDE-C7K cells – cell-based, fluorescence, HTS, primary screen (AID 431); HPDE-C7K KRASV12 cells, Alamar Blue viability, 48 h; higher % means a stronger effect; one-dose cytotoxicity, % at 10 µM; EC50 in µM for titrated hits; 1.7% of 63,000 active;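 active = compounds whose percent cytotoxicity in the single-dose primary screen, scaled between solvent and toxic-drug controls, exceeds 50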;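 also: 0% = DMSO solvent wells and 100% = doxorubicin-treated wells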
Spn DPM-DC inh – inhibitors of Streptococcus pneumoniae diphosphomevalonate decarboxylase | 0.49% of 65,000 active | AID 556 | calls only at 10 µM | purified DPM-DC, PK/LDH coupled NADH fluorescence;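 active = the 320 compounds with the highest percent inhibition in the single-dose primary screen, excluding strongly autofluorescent ones, cut at about 32% in these data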;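 also: kinetic rate of NADH fluorescence loss reporting ADP formed by the decarboxylase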
MK inhibit – inhibitors of Streptococcus pneumoniae mevalonate kinase. purified MK, PK/LDH-coupled NADH absorbance 340 nm. inhibition, % at 10 µM. 0.48% of 65,000 active;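 active = ranked among the strongest by inhibition in the single 10 µM screen, a fixed top-ranked set picked for dose follow-up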; also: no value below 0 was filed
Spn PMK inh – S. pneumoniae PMK inhibition; inhibition, % at 10 µM; purified PMK, PK/LDH-coupled NADH absorbance 340 nm; 0.49% of 65,000 active;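 active = top-ranked compounds by inhibition in the single 10 µM screen, taking a fixed number of the strongest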;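 also: 0% = full reaction with DMSO carrier and 100% = background rate without enzyme reaction; no value below 0 was filed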
Bfl-1 inhibitors – displacement of Bid BH3 peptide from Bfl-1 – biochemical, fluorescence polarization, FITC-Bid, mouse, primary screen (AID 432). FITC-Bid BH3 peptide fluorescence polarization displacement; higher % means a stronger effect. one-dose displacement, % at 20 µM; IC50 in µM for titrated hits. 0.02% of 64,000 active; in the data active = a potency from the dose series; inactive = the rest, 99 in 100 with displacement below about 15%; also: strong numbers were not always called active
HPDE-C7 cytotoxicity – HPDE-C7 pancreatic duct cell viability loss – fluorescence, HTS (AID 430); HPDE-C7 pancreatic duct cells viability, fluorescence; higher % means a stronger effect; cytotoxicity, % at 10 µM; hits with a dose series show EC50 in µM; 1.8% of 63,000 active;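 also: cells exposed to compound for 48 hours before viability readout; 0% = vehicle and 100% = reference cytotoxic drug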
HT1080 cytotoxicity – HT1080 cell viability loss – fluorescence readout (AID 620) | HT1080 viability, fluorescence; higher % means a stronger effect | cytotoxicity, % at 10 µM; hits with a dose series show EC50 in µM | 0.42% of 87,000 active;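 also: cells exposed to compound overnight then 4 h with Alamar Blue; 0% = vehicle DMSO and 100% = killing control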
TNAP inhibition – human TNAP enzyme inhibitors, biochemical, luminescent (AID 518); 0.09% of 64,000 active; purified TNAP enzyme, luminescent substrate readout; higher % means a stronger effect; inhibition, % at 20 µM; hits with a dose series show IC50 in µM; in the data active = a potency from the dose series; inactive = the rest, 99 in 100 with inhibition below about 22%;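 also: plate controls were vehicle for no effect and reference inhibitor for full effect; many of its hits are not listed in these tables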
LYP inhibition – LYP phosphatase inhibitors, primary screen, biochemical, DiFMUP fluorescence, recombinant catalytic domain, 10 µM (AID 606); recombinant LYP catalytic domain, DiFMUP fluorescence; higher % means a stronger effect; inhibition, % at 10 µM; hits with a dose series show IC50 in µM; 52,000 tested, under 10 active;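 active = IC50 under 40 µM in the dose-response test; inactive = IC50 of 40 µM or more, or never dose-tested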
Spn PMK inh pilot replicates – recorded beside Spn PMK inh, whose call it bears; inhibition, %; measured here: pilot screen replicates
MK inhibit pilot replicates – further read-out of MK inhibit, marked with its call; inhibition, %; measured here: pilot screen replicates
Spn DPM-DC inh pilot screen % – further read-out of Spn DPM-DC inh, marked with its call; inhibition, %; measured here: pilot screen trials
The depositor's hits bear a star; i = inactive; x = not tested or not shown. Rule as the data show it, unless noted: active = cytotoxicity above about 50%; inactive = the rest.

SMILES | KRASV12 cytotoxicity | Spn DPM-DC inh | MK inhibit | Spn PMK inh | Bfl-1 inhibitors | HPDE-C7 cytotoxicity | HT1080 cytotoxicity | TNAP inhibition | LYP inhibition | others
CCOC(=O)c1[nH]c(C)c(/C(O)=C2\C(=O)C(=O)N(CCN(C)C)C2c2ccco2)c1C (stereo not given) | -1% | i | 15 | 10 | -10% | 1% | -4% | 7% | 17%
COc1cc(NC(=O)CS(=O)(=O)c2ccccc2)cc(OC)c1OC | 2% | i | 3 | 1 | -1% | -3% | 2% | 14% | -4%
Oc1ccccc1C(=S)N1CCCCCC1 | -23% | i | 12 | 3 | -28% | -21% | 5% | 5% | -12%
CC(C)Cc1nc(N2CCOCC2)c(C#N)c2c1COC(C)(C)C2 | -7% | x | 14 | 0 | -2% | -7% | -10% | 10% | 0%
CC(=O)Oc1ccc2cc(-c3nc4ccccc4n3C)c(=O)oc2c1 | -1% | x | 6 | 0 | 8% | 4% | -4% | -5% | 12%
COc1ccc(CNC(=O)C2CC(c3cccc(OC)c3)=NO2)cc1 (stereo not given) | 25% | i | 2 | 8 | 4% | 36% | -3% | 14% | -3%
CCOC(=O)c1cccc(NC(=O)CSc2nc3cccnc3n2C)c1 | -3% | i | 1 | 2 | -8% | -14% | 1% | 19% | x | Spn PMK inh pilot replicates=1.5;MK inhibit pilot replicates=0.0;Spn DPM-DC inh pilot screen %=0.0
CCCN1C(=O)C(O)(C2CC(=O)CC(C)(C)O2)c2ccccc21 (stereo not given) | -19% | i | 8 | 8 | -6% | -3% | -39% | 5% | 8%
O=C(CNCC1CCCO1)N1CCCc2ccccc21 (stereo not given) | 1% | i | 14 | 0 | -6% | -3% | -5% | 2% | x
O=C(O)CN1C(=O)C2C3C=CC(C3)C2C1=O (stereo not given) | 4% | i | 7 | 5 | -2% | 0% | -1% | 5% | 3%

Overlap with the part before: 2 entries, then new ones.
SMILES | KRASV12 cytotoxicity | Spn DPM-DC inh | MK inhibit | Spn PMK inh | Bfl-1 inhibitors | HPDE-C7 cytotoxicity | HT1080 cytotoxicity | TNAP inhibition | LYP inhibition | others
O=C(CNCC1CCCO1)N1CCCc2ccccc21 (stereo not given) | 1% | i | 14 | 0 | -6% | -3% | -5% | 2% | x
O=C(O)CN1C(=O)C2C3C=CC(C3)C2C1=O (stereo not given) | 4% | i | 7 | 5 | -2% | 0% | -1% | 5% | 3%
O=C(Nc1ccccc1-c1nnn(CC(=O)N2CCN(c3ccccc3)CC2)n1)c1cccs1 | 4% | i | 0 | 10 | -5% | 9% | -2% | 4% | x
COc1nc(NCCN2CCOCC2)nc(Nc2ccccc2)n1 | 4% | i | 5 | 6 | 0% | 5% | -1% | 6% | -1%
Cc1nc(C)c(C(=O)C2=C(O)C(=O)N(CCCn3ccnc3)C2c2ccccc2)s1 (stereo not given) | 0% | i | 11 | 5 | -6% | -6% | 4% | 3% | -24% | Spn PMK inh pilot replicates=0.0;MK inhibit pilot replicates=0.0;Spn DPM-DC inh pilot screen %=0.0
Nc1nonc1-c1noc(-c2ccccc2Br)n1 | -11% | i | 6 | 11 | 0% | -9% | -22% | 8% | -9% | Spn PMK inh pilot replicates=5.5;MK inhibit pilot replicates=0.5;Spn DPM-DC inh pilot screen %=1.5
CCOC(=O)CSc1nc(N)c(C(=O)Nc2ccc(N(C)C)cc2)s1 | 24% | i | 0 | 9 | -7% | 20% | -2% | 17% | 3%
CCC(=O)Nc1ccc(N2CCN(Cc3ccccc3)CC2)cc1 | 16% | i | 0 | 16 | -2% | 0% | 13% | 7% | 0%
COC(=O)C(C)Sc1nc2c(c(=O)n1-c1ccccc1)SCC2 (stereo not given) | 14% | i | 5 | 16 | -2% | 18% | -2% | 11% | -3% | Spn PMK inh pilot replicates=0.0;MK inhibit pilot replicates=0.0;Spn DPM-DC inh pilot screen %=1.0
CCCCNc1ncnc2c1cnn2-c1ccc(Cl)cc1 | 28% | i | 0 | 5 | 0% | 72%* | 0% | 12% | 4%
COc1ccc(N(CC(=O)NCc2cccc(OC)c2)S(=O)(=O)c2c(C)noc2C)cc1 | 2% | i | 2 | 14 | -3% | -4% | -5% | 3% | 11%
CCCCc1[nH]c(=O)c(C#N)c2c1CSC(C)(C)C2 | 5% | i | 0 | 10 | -8% | -1% | 4% | 9% | 8%
O=C(COC(=O)c1cc(S(=O)(=O)N2CCOCC2)ccc1Cl)Nc1ccc2c(c1)OCO2 | 3% | i | 5 | 12 | -2% | 5% | 5% | -6% | 19%
COc1ccc(OC)c2c1CC(C)(C)NC2=O | 0% | x | 3 | 0 | -1% | -5% | x | 8% | -6%
O=C(Nc1nccs1)c1ccc(COc2ccc(F)cc2)o1 | 5% | i | 0 | 0 | -6% | 9% | 0% | 6% | -4%
O=C(COc1nsnc1N1CCOCC1)N1CCOCC1 | -3% | i | 0 | 12 | -2% | 0% | 6% | 5% | -9%
COCCCNC(=O)C12CCC(C)(C(=O)C1)C2(C)C (stereo not given) | 10% | i | 9 | 0 | -1% | 6% | -1% | 8% | 17%
O=C(NC1CC2CCCC(C1)N2C(=O)NC1CCCCC1)c1ccc(F)cc1 (stereo not given) | 5% | i | 0 | 11 | -7% | 8% | -5% | 5% | 2%
Cc1ccc(CNC(=O)CCS(=O)(=O)c2cccc3nsnc23)cc1 | -7% | i | 6 | 9 | 1% | -5% | 6% | 8% | 6%
COc1ccccc1C1CC(c2ccc(Cl)cc2)Nc2nc(N)nn21 (stereo not given) | 25% | i | 3 | 17 | 2% | 8% | 16% | 11% | -4%
NC(=O)c1cc(-c2ccccc2)nc(N2CCOCC2)n1 | 8% | i | 9 | 5 | -3% | 11% | 11% | 12% | 1% | Spn PMK inh pilot replicates=1.5;MK inhibit pilot replicates=0.0;Spn DPM-DC inh pilot screen %=0.0
CCOC(=O)C1=C(C)Nc2nc(SCC)[nH]c(=O)c2C1c1ccncc1 (stereo not given) | 9% | i | 9 | 0 | 3% | -10% | -3% | 7% | 13%
COC(=O)c1ccc(C(=O)OC)c(NC(=O)CSc2nc(-c3ccco3)cc(C(F)(F)F)n2)c1 | -21% | i | 7 | 2 | -8% | -20% | 6% | 18% | 4%
CCN(CC)CCCNC(=O)N[C@@H](Cc1ccccc1)C(=O)O | 39% | i | 9 | 2 | -10% | -1% | -1% | 12% | x
CCOC(=O)c1oc2ccccc2c1NC(=O)c1ccc2c(c1)OCO2 | 0% | i | 7 | 10 | -8% | -5% | 3% | 12% | -1%
CN(C)CCCNc1cc(Cl)c(S(=O)(=O)N2CCCCC2)cc1C(=O)O | 5% | i | 4 | 4 | -4% | -2% | 6% | 12% | 3%
COc1cc(-c2noc(CCC(N)=O)n2)cc(OC)c1OC | 12% | i | 23 | 9 | -8% | 11% | 7% | 6% | x
N#Cc1nc(Cc2cccc3ccccc23)oc1NCC1CCCO1 (stereo not given) | 24% | i | 7 | 11 | 2% | 22% | -1% | 12% | x
O=C(Cn1ncnn1)OCc1ccccc1Cl | 2% | i | 2 | 15 | -3% | -2% | 0% | 0% | x
COCCN(CCOC)c1ncnc2c1cnn2-c1ccccc1 | -7% | i | 2 | 8 | -4% | -2% | -2% | 15% | x | Spn PMK inh pilot replicates=1.0;MK inhibit pilot replicates=0.0;Spn DPM-DC inh pilot screen %=0.0
O=C(O)C(Cc1cc2ccccc2[nH]1)N1C(=O)C2CC=C(Cl)CC2C1=O (stereo not given) | x | i | 7 | 5 | x | x | -2% | x | 9%
CCCCn1c(N)c(N(CC)C(=O)c2ccc3c(c2)S(=O)(=O)c2ccccc2C3=O)c(=O)[nH]c1=O | 6% | i | 1 | 8 | 3% | -4% | -1% | 15% | -3%
Cc1cccc(-c2nc(CSCC(=O)NCCCN3CCOCC3)c(C)o2)c1 | x | i | 9 | 5 | x | x | -7% | x | x
c1ccc(Oc2cccc(OCCn3cncn3)c2)cc1 | 10% | i | 5 | 7 | -12% | -7% | 3% | 4% | 10%
CCOC(=O)c1c2c(c(=S)n(-c3ccccc3)c1N)CCC2 | 9.9µM* | i | 15 | 0 | -2% | 10µM* | -2% | 19% | 1%
CC1Cc2nc(SCC(=O)Nc3ccc(F)cc3)n(C)c(=O)c2S1 (stereo not given) | -2% | i | 0 | 17 | -3% | -16% | 10% | 10% | 3%
CC1CCc2c(sc3ncn4c(SCC(=O)NCc5ccco5)nnc4c23)C1 (stereo not given) | x | i | 0 | 0 | 0% | x | 28% | 3% | 19%
CCN(C(=O)CSc1nc2cc(C(=O)OC)ccc2c(=O)n1Cc1ccco1)c1cccc(C)c1 | 0% | i | 1 | 6 | -2% | 5% | -1% | 6% | -1%
O=C(NCC(c1cccnc1)N1CCN(c2ccccc2)CC1)c1ccco1 (stereo not given) | x | i | 4 | 15 | x | x | 22% | x | 22%
Cc1oc2cc(O)ccc2c(=O)c1Oc1ccccc1 | -6% | x | 5 | 0 | 6% | -14% | x | -2% | -4%
O=C(O)CCCNS(=O)(=O)c1ccc(NCc2ccccc2)c(C(=O)O)c1 | 11% | i | 0 | 14 | 3% | 4% | -5% | 15% | 10% | Spn PMK inh pilot replicates=8.5;MK inhibit pilot replicates=0.0;Spn DPM-DC inh pilot screen %=12
COc1ccc(N2C(=O)CC(N3CCOCC3)C2=O)cc1 (stereo not given) | -9% | i | 3 | 0 | -3% | -1% | 21% | 10% | 5%
COc1ccccc1CNC(=O)CCCN1C(=O)COc2ccc(C)cc21 | 4% | i | 0 | 15 | 4% | -8% | -2% | 13% | 1%
CCCCS(=O)CC(COc1ccc(Cl)cc1)OC(=O)c1ccccc1 (stereo not given) | 4% | i | 2 | 11 | -3% | -9% | -6% | 5% | -2%
O=C(C1CC1)N1CCCN(C(=O)C2CC2)CC1 | 2% | i | 11 | 17 | 1% | -8% | 1% | 8% | 6%
CC1(C)SCC(C(=O)O)N1C=O (stereo not given) | 4% | i | 8 | 1 | -11% | 10% | x | 11% | -1%
CCc1ccc(OCc2nnc(SCCN3CCOCC3)n2C)cc1 | -4% | i | 3 | 3 | -3% | -12% | 0% | 18% | 2%
Cc1cc(=O)oc2cc(OCC(O)CN3CCN(c4ccc(F)cc4)CC3)ccc12 (stereo not given) | -8% | i | 6 | 1 | 9% | -12% | -5% | 5% | 11%
CCOC(=O)c1cccc2c1-c1ccccc1/C2=N/O | 2% | i | 8 | 5 | -8% | -3% | -7% | 19% | 5%
CCOc1cc(N2CCOCC2)c(OCC)cc1NC(=O)COc1cccc2cccnc12 | 51%* | i | 0 | 12 | -9% | 42% | 31% | 0% | 5%
CC(=O)NC(Cc1c[nH]c2ccccc12)C(=O)NCc1ccc2c(c1)OCO2 (stereo not given) | -13% | i | 6 | 9 | -4% | -5% | 4% | 1% | -2%
CCc1nnc(NC(=O)c2c(OC)cccc2OC)s1 | x | i | 19 | 0 | x | x | -5% | x | x
Cc1ccccc1-n1c(Cn2c(=O)sc3ccccc32)nnc1SCC(N)=O | 14% | i | 6 | 0 | 2% | -3% | 8% | 15% | x | Spn PMK inh pilot replicates=3.5;MK inhibit pilot replicates=1.0;Spn DPM-DC inh pilot screen %=2.5

Rows were taken by chance; 3.5% or so of the library scored in one or more.
